Epigenetic derep: derepresses silenced GFP reporter in murine cells. Potency, µM (top dose mostly 53.9 µM), without a hit: at the top dose GFP activation, most hits filed as activators. murine LDR cells, GFP reporter derepression, 30 h. AID 1865. hit rate 0.2% among 280,000; further: potency means the concentration at half of the fitted maximal effect; % of control where 0% means no effect; nearly all actives have a fitted effect of over 60% in size
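Readout is the number of GFP-expressing murine LDR cells, counted by cytometry following washing. Cells were treated with compound for 30 h at 37 C; the stably integrated CMV-GFP locus is normally silent.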
CBFb-RUNX1 inh: inhibitors of human CBF-beta and RUNX1 interaction; Q01196+Q13951; AlphaScreen CBFb-His/RUNX1-biotin binding, biochemical; Potency, µM (doses to about 59.8 µM), without a hit: top-dose activity, negative = inhibition, hits mostly inhibitors; 230,000 tested, under 10 active; further: % of control where 0% means no effect
Target sequence (Q01196 whole entry, looked up): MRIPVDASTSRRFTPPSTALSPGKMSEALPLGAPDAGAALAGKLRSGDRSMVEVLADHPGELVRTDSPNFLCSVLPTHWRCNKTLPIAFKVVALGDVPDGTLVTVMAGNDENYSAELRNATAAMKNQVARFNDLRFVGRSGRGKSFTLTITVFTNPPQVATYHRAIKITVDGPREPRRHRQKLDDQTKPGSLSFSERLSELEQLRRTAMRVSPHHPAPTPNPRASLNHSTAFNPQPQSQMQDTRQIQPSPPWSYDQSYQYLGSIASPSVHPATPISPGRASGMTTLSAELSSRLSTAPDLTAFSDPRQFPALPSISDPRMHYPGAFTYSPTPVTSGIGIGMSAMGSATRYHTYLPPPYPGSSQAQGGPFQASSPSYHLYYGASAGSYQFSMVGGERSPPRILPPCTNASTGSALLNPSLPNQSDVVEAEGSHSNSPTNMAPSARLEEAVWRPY
Target sequence (Q13951 whole entry, looked up): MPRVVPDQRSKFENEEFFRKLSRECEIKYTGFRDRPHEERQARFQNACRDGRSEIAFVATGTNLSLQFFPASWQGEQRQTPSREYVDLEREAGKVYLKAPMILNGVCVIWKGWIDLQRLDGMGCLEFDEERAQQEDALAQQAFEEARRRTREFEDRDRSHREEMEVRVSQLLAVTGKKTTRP
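AlphaScreen proximity signal reports loss of binding between His-tagged CBF-beta and biotin-labelled RUNX1, each at 30 nM. Proteins are pre-associated for 20 minutes, compounds added for 15 minutes, then beads for 90 minutes, all at ambient temperature.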
NPSR antagonist: antagonists of human neuropeptide S receptor cAMP signaling | Q6W5P4 | CHO-NPSR cells, cAMP TR-FRET, antagonist mode | Potency, µM (series often up to 38.3 µM), inactives show at the highest dose activity change, negative = inhibition, usual class: inhibitors | hit rate 1% among 220,000 | AID 1461; further: potency means the concentration at half of the fitted maximal effect; on the % scale 0 is the no-effect control and ±100 the full control effect; nearly all actives have a fitted effect of over 50% in size; many of its hits are not listed in these tables
Target sequence (Q6W5P4 whole entry, looked up): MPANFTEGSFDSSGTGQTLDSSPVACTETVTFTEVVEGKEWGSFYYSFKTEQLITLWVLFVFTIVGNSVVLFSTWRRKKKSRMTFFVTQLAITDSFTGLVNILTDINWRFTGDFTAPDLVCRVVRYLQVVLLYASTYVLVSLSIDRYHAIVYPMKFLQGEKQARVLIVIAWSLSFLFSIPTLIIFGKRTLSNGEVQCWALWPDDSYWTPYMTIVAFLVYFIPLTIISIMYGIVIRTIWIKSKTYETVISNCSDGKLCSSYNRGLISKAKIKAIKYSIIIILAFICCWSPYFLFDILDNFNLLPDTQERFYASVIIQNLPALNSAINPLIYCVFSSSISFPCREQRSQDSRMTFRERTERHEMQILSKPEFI
KinaseGlo FLuc: blocks Kinase-Glo luciferase, a counter-screen artifact; Kinase-Glo luciferase, ATP luminescence, 8 min; Q27757; Potency, µM (highest dose often 38.3 µM), without a hit: top-dose activity change, negative = inhibition, most hits filed as inhibitors; AID 1379; hit rate 0.28% among 200,000; further: potency means the concentration at half of the fitted maximal effect; on the % scale 0 is the no-effect control and ±100 the full control effect; nearly all actives have a fitted effect of over 60% in size
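Inhibition of Kinase-Glo luciferase light generation was assessed at 10 uM ATP in pH 7.2 imidazole buffer, with luminescence measured after eight minutes at ambient temperature.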
IMPase Li inh: membrane-permeable IMPase blocker, potentiated with lithium | CHO-M1 cells, IP1 TR-FRET (IP-One), carbachol + lithium | Potency, µM (titrated, usually from 59.4 µM), for the others: at the top dose activity, negative = IMPase inhibition, actives largely listed as inhibitors | hit rate 0.35% among 210,000 | AID 1457;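 further: IP1 builds up when IMPase is blocked and the TR-FRET signal falls; potency means the concentration at half of the fitted maximal effect; plate controls were basal vehicle for no effect and high inhibitor control for full effect; nearly all actives have a fitted effect of over 50% in size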
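CHO cells stably expressing M1 receptor (2000/well, cultured 16–30 h) treated 30 min at 37C with compound plus low lithium. Cytosolic IP1 by TR-FRET (665/620 ratio and 620 channel) after 10 min lysis; AC50 by Hill fit.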
LMNA splice mod: modulators of lamin A splicing; HeLa LMNA splicing GFP/RFP minigene ratio, 48 h; hit rate 0.01% among 200,000; Potency, µM (titrated, usually from 46.1 µM), inactives show at the highest dose ratio change, negative = inhibition, actives largely listed as inhibitors; active means well fitted inhibition curve with a large enough effect in the signal ratio, with a control signal flat, not every such curve was filed as active; inconclusive means small, poorly fitted or top-dose-only effect, or effect the other way, or a change in a side signal; the % refers to the signal ratio; further: potency means the concentration at half of the fitted maximal effect; on the % scale 0 is the no-effect control and ±100 the full control effect
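Read-out is the ratio of GFP to DsRed2 object intensity, acquired by 488 nm laser-scanning cytometry on HeLa lamin A-EGFP minigene reporter cells. Compound incubation 48 hrs at 37 °C in Opti-MEM with 2% FBS; DMSO 0.5% final.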
HTT aggregate: mutant huntingtin aggregation inhibition; PC12 HttQ103-GFP aggregates, Acumen cytometry, 40 h; hit rate 1.1% among 220,000; Potency, µM (top dose mostly 46.1 µM), without a hit: top-dose activity change, negative = inhibition, most hits filed as inhibitors; AID 1688; further: potency means the concentration at half of the fitted maximal effect; on the % scale 0 is the no-effect control and ±100 the full control effect; nearly all actives have a fitted effect of over 60% in size
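Compounds (qHTS titration) were added to PC12 cells expressing an ecdysone-driven HTT exon 1 Q103–GFP fusion after induction with 100 nM tebufenozide. Aggregate formation was measured as GFP objects in cell lysates.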
Numbers without * were called inactive; ? = inconclusive; · = not tested or not shown; & = joins results of further samples; [ ] = another dose, or the depositor's remark. Unless noted, the call rests on the fitted dose curve; in most records, active means well fitted curve in the direction sought with a large enough effect; inconclusive means small, poorly fitted or top-dose-only effect, or another doubt; inactive means no such curve, though single readings can be large; an effect the other way counts as inactive or inconclusive.

Molecule	IMPase Li inh	LMNA splice mod	NPSR antagonist	HTT aggregate	CBFb-RUNX1 inh	KinaseGlo FLuc	Epigenetic derep
CC1Cc2ccccc2N1C(=O)CSc1nnnn1-c1ccc2c(c1)OCCO2 (configuration not stated)	-6%[38.3 µM]	?	-17%[46.1 µM]	?	6%	1%	-3.4%
CCOc1ccc2nc(NC(=O)c3ccoc3C)sc2c1	13%[38.3 µM]	?	?	?	-11%	2.8µM*	-2.8%
CCN1CCN(Cc2c(O)ccc3c(=O)c(-c4ccc(OC)c(OC)c4)c(C(F)(F)F)oc23)CC1	-17%[38.3 µM]	3%	-5%[46.1 µM]	0%	-6%	3%	-4.3%
CCC(C(=O)NCc1ccc(OC)cc1)n1nc(C)n2c(cc3occc32)c1=O (configuration not stated)	18%[38.3 µM]	-7%	-13%[46.1 µM]	-5%	5%	-3%	2.1%
O=Cc1cn(-c2ccccc2)nc1-c1ccc2c(c1)OCCO2	-9%	?	-28%[46.1 µM]	-17%	13%	2%	-0.1%
O=c1[nH]cnc2c1c(-c1ccccc1)cn2-c1ccc(Br)cc1	4%	?	-32%	15%	0%	-3%	1.1%
CC(CCc1ccccc1)NC(=O)c1ccc(Br)o1 (configuration not stated)	35%[activator][38.3 µM]	-16%	11%[46.1 µM]	?	19%	0%	0.0%
Cc1cccc(NC(=O)CSc2ccc(C(N)=O)cc2[N+](=O)[O-])c1C	2%	?	14%	11%	3%	3%	1.1%
O=C(N/C=N/O)C1=NOC(CNc2ncc(C(F)(F)F)cc2Cl)C1 (configuration not stated)	1%[38.3 µM]	6%	-11%[46.1 µM]	-9%[9.22 µM]	1%	2%	-7.0%
S=C(Nc1cccc2ccccc12)NC1CCCCC1	10%	-18%[46 µM]	-22%	-10%	-2%	-1%	0.6%
S=P(c1ccc(N2CCOCC2)cc1N1CCOCC1)(N1CCOCC1)N1CCOCC1	-3%[38.3 µM]	0%	-4%[46.1 µM]	-2%	3%	-2%	0.8%
O=C(Nc1nc2ccc(Cl)cc2s1)c1ccc(N2CCCCC2)c([N+](=O)[O-])c1	-3%	-1%	-2%	-12%	0%	0%	0.0%
COc1ccc(CCN2C(=S)NC3CC2(C)Oc2ccc([N+](=O)[O-])cc23)cc1OC (configuration not stated)	9%[38.3 µM]	?	-25%[46.1 µM]	10µM*	-22%	-1%	1.5%
CN1C(=O)N(CN2CCCCC2)C2C1N(C)C(=O)N2CN1CCCCC1 (configuration not stated)	17%[38.3 µM]	3%	3%[46.1 µM]	-13%	11%	1%	0.0%
Cc1ccc(S(=O)(=O)N2CCOCC2)cc1NC(=O)COC(=O)Cc1ccsc1	·	-12%	-7%[46.1 µM]	?	1%	·	0.0%
CC1(C)CC(NC(=O)C23CCC(C)(C(=O)C2)C3(C)C)CC(C)(C)N1 (configuration not stated)	-7%[38.3 µM]	10%	5%[46.1 µM]	13%	5%	-4%	-5.7%
N=C1SCC(=O)N1/N=C/c1ccccc1	-5%	·	23%	-17%	-6%	-7%	4.7%
COC(=O)CC1SC(=O)NC1=Nc1ccc(C)cc1 (configuration not stated)	15%[38.3 µM]	-2%	16%[46.1 µM]	-11%	2%	2%	0.9%
O=C1/C(=C\c2ccc(O)cc2)SC(=S)N1/N=C/c1ccc(O)cc1	·	·	-3%[7.67 µM]	-11%[9.22 µM]	-9%	·	0.0%
CCOc1ccccc1CN1CCN(Cc2cccc3nonc23)CC1CCO (configuration not stated)	1%	-6%[46 µM]	23%	-2%[9.22 µM]	6%	-3%	-0.1%
CCOC(=O)/C(=N\Nc1cc(Cl)ccc1Cl)N1CC(C)OC(C)C1 (configuration not stated)	·	·	-29%	-1%[9.22 µM]	1%	·	0.2%
CCc1ccc(C2CC(c3ccc(Cl)cc3)=NNC2=O)cc1 (configuration not stated)	41%[activator][38.3 µM]	-9%	-21%[46.1 µM]	-20%	-2%	3%	2.1%
CCC(c1nnnn1CCOC)N1CCN(c2nc3ccccc3s2)CC1 (configuration not stated)	5%	?	-7%	2%[9.22 µM]	1%	4%	2.3%
O=C(CSc1nnnn1-c1ccccc1)c1ccco1	5%	4%[46 µM]	9%	2%	5%	1%	5.6%
NC(=S)c1cc2cc(Br)ccc2oc1=O	-2%	·	20%	13%	-2%	-3%	6.1%
COc1ccc(C)cc1NC(=O)C(OC(=O)c1cc(C)oc1C)c1ccccc1 (configuration not stated)	8%	-14%	-20%[46.1 µM]	?	4%	-1%	0.0%
Cc1cccc(C)c1NC(=O)Cn1nnc(-c2ccc(N3CCOCC3)cc2)n1	?	12%	-10%[46.1 µM]	-3%	1%	0%	-1.0%
CSc1ccccc1C(=O)Nc1ccc(C)cc1C	11%	11%[46 µM]	7%	4%	5%	-3%	0.0%
COc1ccc(NC(=O)CCCC(=O)O)cc1Cl	8%	0%[46 µM]	4%	17%	-4%	1%	-0.3%
CCCCNC(=O)c1cc(-c2ccc(OC)cc2)on1	13%[38.3 µM]	-13%	-7%[46.1 µM]	6%	4%	-4%	0.0%

Laid out differently: results already given
Screens in order: IMPase Li inh | LMNA splice mod | NPSR antagonist | HTT aggregate | CBFb-RUNX1 inh | KinaseGlo FLuc | Epigenetic derep
> CC1Cc2ccccc2N1C(=O)CSc1nnnn1-c1ccc2c(c1)OCCO2 (configuration not stated)
    -6%[38.3 µM] | ? | -17%[46.1 µM] | ? | 6% | 1% | -3.4%
> CCOc1ccc2nc(NC(=O)c3ccoc3C)sc2c1
    13%[38.3 µM] | ? | ? | ? | -11% | 2.8µM* | -2.8%
> CCN1CCN(Cc2c(O)ccc3c(=O)c(-c4ccc(OC)c(OC)c4)c(C(F)(F)F)oc23)CC1
    -17%[38.3 µM] | 3% | -5%[46.1 µM] | 0% | -6% | 3% | -4.3%
> CCC(C(=O)NCc1ccc(OC)cc1)n1nc(C)n2c(cc3occc32)c1=O (configuration not stated)
    18%[38.3 µM] | -7% | -13%[46.1 µM] | -5% | 5% | -3% | 2.1%
> O=Cc1cn(-c2ccccc2)nc1-c1ccc2c(c1)OCCO2
    -9% | ? | -28%[46.1 µM] | -17% | 13% | 2% | -0.1%
> O=c1[nH]cnc2c1c(-c1ccccc1)cn2-c1ccc(Br)cc1
    4% | ? | -32% | 15% | 0% | -3% | 1.1%
> CC(CCc1ccccc1)NC(=O)c1ccc(Br)o1 (configuration not stated)
    35%[activator][38.3 µM] | -16% | 11%[46.1 µM] | ? | 19% | 0% | 0.0%
> Cc1cccc(NC(=O)CSc2ccc(C(N)=O)cc2[N+](=O)[O-])c1C
    2% | ? | 14% | 11% | 3% | 3% | 1.1%
> O=C(N/C=N/O)C1=NOC(CNc2ncc(C(F)(F)F)cc2Cl)C1 (configuration not stated)
    1%[38.3 µM] | 6% | -11%[46.1 µM] | -9%[9.22 µM] | 1% | 2% | -7.0%
> S=C(Nc1cccc2ccccc12)NC1CCCCC1
    10% | -18%[46 µM] | -22% | -10% | -2% | -1% | 0.6%
> S=P(c1ccc(N2CCOCC2)cc1N1CCOCC1)(N1CCOCC1)N1CCOCC1
    -3%[38.3 µM] | 0% | -4%[46.1 µM] | -2% | 3% | -2% | 0.8%
> O=C(Nc1nc2ccc(Cl)cc2s1)c1ccc(N2CCCCC2)c([N+](=O)[O-])c1
    -3% | -1% | -2% | -12% | 0% | 0% | 0.0%

Additional structures.
Molecule	IMPase Li inh	LMNA splice mod	NPSR antagonist	HTT aggregate	CBFb-RUNX1 inh	KinaseGlo FLuc	Epigenetic derep
O=C(CSc1ncn[nH]1)c1cc2ccccc2o1	-2%	9%[46 µM]	12%	9%	1%	0%	-1.5%
Cc1ccc(-c2nnc(SCC(C)C)n2C)cc1	-24%[38.3 µM]	-5%	-2%[46.1 µM]	-23%	2%	-6%	-1.8%
Cc1ccc(N2C(=O)CC(Sc3nc4ccccc4o3)C2=O)cc1Cl (configuration not stated)	19%[38.3 µM]	?	-20%[46.1 µM]	?	-2%	3%	0.4%
Cc1ccccc1NC(=O)c1ccc(N/N=C/c2ccccc2O)c([N+](=O)[O-])c1	-3%[38.3 µM]	?	-3%[46.1 µM]	9%	1%	-2%	-1.2%
CC(C)(C)N1C(=O)c2ccccc2NC(=O)N1Cc1ccc(Br)cc1	33%[38.3 µM]	4%	-20%[46.1 µM]	-9%	-1%	-3%	-2.1%
N#CCSc1ccc(-c2nc3ccccc3[nH]2)cn1	6%	·	-8%	10%[9.22 µM]	3%	?	2.1%
COc1ccc(C(=O)N2CCCC(c3ccccc3)=N2)cc1	-1%	0%[46 µM]	7%	-1%	-1%	-3%	1.4%
COC(=O)c1nnn(CC(=O)NC(=O)Nc2ccc(F)cc2)c1C(=O)OC	2%	0%	11%	12%	-3%	3%	0.3%&0.2%
Cc1cc(C)c2nc(N3CCC(C(=O)N4CCCC4)CC3)sc2c1	21%[38.3 µM]	?	-7%[46.1 µM]	12%	-1%	-3%	0.0%
COc1ccc(OCc2ccc(C(=O)NN)cc2)cc1	11%[38.3 µM]	2%	0%[46.1 µM]	?	-5%	-1%	0.0%
Cc1nc(C)c(C(=O)O)s1	·	·	10%	-13%[9.22 µM]	8%	·	0.0%
Cc1ccc(S(=O)(=O)Cc2ccc(C(=O)OCc3ccccc3)cc2)cc1	30%[38.3 µM]	10%	-18%[46.1 µM]	4%	15%	-1%	2.6%
CCCCCCCCNC(=O)c1cccnc1SCC(=O)Nc1ccccc1OC	10%	?	-14%	?	2%	-1%	3.9%
COc1ccc(OC)c(CC(NC(C)=O)C(=O)NC2CCN(c3nc(C)cc(C)c3C#N)CC2)c1 (configuration not stated)	3%[38.3 µM]	2%	3%[46.1 µM]	22%	1%	-4%	-0.9%
O=C(OCCN1C(=O)c2cccc3c(N4CCOCC4)ccc(c23)C1=O)c1ccc(Cl)cc1Cl	14%	?	?	-8%	?	1%	?
Cc1cc(=O)[nH]c(SCC(=O)Nc2cc(S(=O)(=O)N3CCCC3)ccc2Cl)n1	·	·	-11%	15%[9.22 µM]	0%	·	0.1%
CN(CC(=O)N1CCCCCC1)S(=O)(=O)c1ccc(Br)s1	3%[38.3 µM]	14%	-25%[46.1 µM]	5%	1%	-4%	-3.3%

Screens deposited in PubChem by National Center for Advancing Translational Sciences (NCATS).

A portion of the library; count on the stated rates, not on these rows.
